CCR6 antag = blocks CCL20-driven beta-arrestin recruitment at human CCR6; P51684; CHO-K1 CCR6 PathHunter beta-arrestin, luminescence, CCL20-stimulated; inhibition, % at 20 µM; hit rate 0.49% among 340,000; AID 493098;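 active = compounds whose inhibition of the agonist-driven luminescence signal at 20 µM reaches about 50%, limit read from the data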;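 note: cells stimulated with CCL20 at 14 nM final; plate controls were DMSO with CCL20 for no effect and DMSO without agonist for full effect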
Target sequence (P51684 whole entry, looked up): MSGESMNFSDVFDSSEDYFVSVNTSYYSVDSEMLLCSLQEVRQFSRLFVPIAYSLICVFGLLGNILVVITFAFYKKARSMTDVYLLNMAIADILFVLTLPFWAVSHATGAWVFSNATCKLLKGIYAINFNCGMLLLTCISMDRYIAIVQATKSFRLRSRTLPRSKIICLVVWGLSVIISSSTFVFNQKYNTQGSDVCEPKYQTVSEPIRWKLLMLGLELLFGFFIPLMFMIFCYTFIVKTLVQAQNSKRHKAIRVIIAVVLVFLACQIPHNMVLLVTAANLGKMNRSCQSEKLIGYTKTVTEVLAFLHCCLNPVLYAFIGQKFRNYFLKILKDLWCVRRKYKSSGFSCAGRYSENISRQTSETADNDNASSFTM
Gli-Sufu antag = antagonists of Gli-Sufu signaling; Sufu-KO-LIGHT fibroblasts, Gli luciferase reporter luminescence; inhibition, % at 5 µM; hit rate 0.74% among 340,000; AID 588413;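 active = inhibition above about 55%, limit read from the data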;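 note: 0% = DMSO-treated cells and 100% = wells with medium but no cells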
EBI2 block = blocks human EBI2 receptor beta-arrestin signaling. P32249. hit rate 0.81% among 360,000. inhibition, % at 5 µM. EBI2 beta-arrestin recruitment, luminescence, 7a,25-OHC stimulated; in the data active = inhibition above about 38%;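 note: enzyme fragment complementation signal reports receptor beta-arrestin coupling in cells; 0% = agonist plus DMSO wells and 100% = wells without agonist; some results beyond the cut were filed as inactive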
697 NFkB inh = lowers PMA/ionomycin-induced NF-kB signal in 697 B cells; 697 B-cell NF-kB luciferase reporter, 16 h; inhibition, % at 4 µM; hit rate 0.33% among 330,000; in the data active = inhibition above about 35%
UBC13 inh = inhibitors of human UBC13 polyubiquitin chain formation; P61088; TR-FRET; inhibition, % at 20 µM; hit rate 0.47% among 330,000; AID 485273; in the data active = inhibition above about 45%, passing the limit was not always enough
Target sequence (P61088 whole entry, looked up): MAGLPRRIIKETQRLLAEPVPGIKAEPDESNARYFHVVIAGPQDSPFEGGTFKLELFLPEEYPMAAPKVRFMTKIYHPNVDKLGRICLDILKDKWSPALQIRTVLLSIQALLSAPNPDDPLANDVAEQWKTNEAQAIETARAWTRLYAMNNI
APJ antagonist = APJ receptor antagonism | P35414 | CHO-K1 APJ beta-arrestin complementation, luminescence | inhibition, % at 20 µM | hit rate 0.32% among 330,000;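 active = inhibition above about 40% at 20 µM, limit read from the data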;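 note: cells challenged with 10 nM apelin-13 agonist together with compound; plate controls were apelin-13 plus DMSO wells for no effect and DMSO wells lacking apelin-13 for full effect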
CXCR6 inh = CXCR6 (human) receptor inhibition. CHO-K1 PathHunter CXCR6 beta-arrestin, luminescence. AID 602244. inhibition, % at 20 µM. hit rate 0.36% among 360,000. O00574; in the data active = inhibition above about 34%, passing the limit was not always enough;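 note: antagonist mode with CXCL16 agonist at 10 nM final; 0% = 10 nM CXCL16 with DMSO and 100% = unstimulated wells without agonist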
Target sequence (O00574 whole entry, looked up): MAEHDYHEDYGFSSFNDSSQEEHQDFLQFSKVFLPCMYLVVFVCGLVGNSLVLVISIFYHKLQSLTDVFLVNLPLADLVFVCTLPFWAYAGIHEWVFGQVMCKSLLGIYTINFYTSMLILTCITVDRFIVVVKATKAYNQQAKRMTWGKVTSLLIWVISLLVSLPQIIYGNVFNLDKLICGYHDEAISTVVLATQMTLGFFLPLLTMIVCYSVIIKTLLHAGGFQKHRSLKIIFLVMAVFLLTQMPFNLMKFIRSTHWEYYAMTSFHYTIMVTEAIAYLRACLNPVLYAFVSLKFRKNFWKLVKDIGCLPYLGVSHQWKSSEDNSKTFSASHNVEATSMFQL
Jurkat NFkB inh = inhibitors of the PMA/ionomycin-induced NF-kB reporter in Jurkat cells. PMA/ionomycin-induced NF-kB luciferase reporter, luminescence. inhibition, % at 4 µM. hit rate 0.53% among 330,000. AID 435003; in the data active = inhibition above about 50%
* = called active by the depositor; nt = no result given. An unsorted share of the library; overall some 3% were active at least once.

#	SMILES	CCR6 antag	Gli-Sufu antag	EBI2 block	697 NFkB inh
1	Cc1[nH]c2c(C)cccc2c1CN1CCC(CO)(Cc2ccccc2)CC1	0	-3	-16	8
2	Cc1c(NC(=O)CN2C(=O)c3ccccc3S2(=O)=O)c(=O)n(-c2ccccc2)n1C	7	6	0	4
3	O=C(Cc1c(F)cccc1Cl)OCN1C(=O)c2ccccc2C1=O	10	-14	-10	1
4	COc1ccc(-c2csc3ncn(-c4ccccc4)c(=O)c23)cc1OC	6	29	2	10
5	O=C(Nc1ccccc1)c1oc2ccccc2c1NC(=O)C1CC1	10	6	-24	-18
6	CCOc1ccc(C(=O)Nc2nnc(S(=O)(=O)N3CCCCC3)s2)cc1	15	3	-4	-3
7	CCOP(=O)(OCC)/C(=N/OC(=O)c1cccc([N+](=O)[O-])c1)C(N)=O	-1	9	-1	11
8	CCOc1ccccc1C(=O)N[C@H](C(=O)Nc1ccc(OC)c(S(=O)(=O)N2CCOCC2)c1)C(C)C	15	3	-2	-5
9	COC(=O)c1ccccc1NC(=O)COC(=O)c1ccco1	12	-8	-7	18
10	Cc1cc2ccccc2c(=O)n1CC(=O)N1CCN(c2cccc(Cl)c2)CC1	8	-4	5	12
11	COCCN(C(=O)Cc1ccc(S(=O)(=O)N2CCOCC2)s1)c1c(N)n(CC(C)C)c(=O)[nH]c1=O	2	-2	-5	nt
12	Cc1ccc(NC(=S)N2CCOCC2)c(C)c1	-8	-12	2	3
13	Cc1ccc(-c2csc(C(C#N)=C(O)CN3CCN(C(=O)c4ccco4)CC3)n2)cc1	5	4	5	nt
14	O=C(CSc1cccc[n+]1[O-])Nc1cc2c(cc1Cl)C(=O)c1ccccc1C2=O	6	-57	-8	nt
15	C#CCOCCOCCOCCNc1nc(N2CCN(C(=O)[C@H](CCCCN)n3cc(CN)nn3)CC2)nc(N2CCN(C(=O)[C@H](CCC(=O)O)n3cc([C@@H](N)CCSC)nn3)CC2)n1	-6	8	-7	8

#	UBC13 inh	APJ antagonist	CXCR6 inh	Jurkat NFkB inh
1	8	-6	4	4
2	2	4	5	6
3	-2	0	11	-7
4	6	6	28	4
5	2	15	0	4
6	14	28	5	1
7	-5	16	15	0
8	-8	6	-2	-18
9	4	13	10	-10
10	4	8	1	-11
11	nt	nt	-2	nt
12	2	3	-2	6
13	nt	nt	-1	nt
14	nt	nt	4	nt
15	9	-3	-4	0

In another format: entries from further up.
#9 COC(=O)c1ccccc1NC(=O)COC(=O)c1ccco1
#10 Cc1cc2ccccc2c(=O)n1CC(=O)N1CCN(c2cccc(Cl)c2)CC1
compound no. | 9 | 10
CCR6 antag | 12 | 8
Gli-Sufu antag | -8 | -4
EBI2 block | -7 | 5
697 NFkB inh | 18 | 12
UBC13 inh | 4 | 4
APJ antagonist | 13 | 8
CXCR6 inh | 10 | 1
Jurkat NFkB inh | -10 | -11

Following part:
#	SMILES	CCR6 antag	Gli-Sufu antag	EBI2 block	697 NFkB inh
16	Cc1occc1C(=O)NNC(=S)Nc1cccc([N+](=O)[O-])c1	32	1	-4	-23
17	CC(=O)c1c(C)[nH]c(C(=O)OC(C)C(=O)Nc2ccc(C)c(S(=O)(=O)N3CCOCC3)c2)c1C (stereo unspecified)	5	-7	-4	-6
18	COc1ccc(S(=O)(=O)N2CCCC2)cc1OC	2	9	12	0
19	C=C(C)c1cc2c(ccc3ccc(=O)oc32)o1	1	-1	1	-12
20	CCC(C)Sc1nc2ccccc2c(=O)[nH]1 (stereo unspecified)	-7	21	-7	0
21	CCNC(=O)n1nccc1C(C)Oc1ccc(Cl)cc1 (stereo unspecified)	9	6	5	-25
22	C/C(=N\NC(=O)c1cccc(F)c1)c1ccc(NC(=O)Cc2ccccc2)cc1	4	-17	-6	-35
23	CC1CCCC(CC(N)=O)CC1 (stereo unspecified)	-3	-3	-2	nt
24	Cc1cccc(N(C)S(=O)(=O)c2ccc(-c3cnc(C4CC4)o3)cc2)c1	17	59*	1	-122
25	Fc1ccc(OCCCCCn2ccnc2)cc1	4	9	0	-17
26	COc1ccc(OC)c(C(c2nnnn2C2CCCC2)N2CCN(c3ccccc3)CC2)c1 (stereo unspecified)	-23	-13	0	-5
27	O=C(O)c1c2c(nc3ccccc13)/C(=C/c1ccc(O)cc1)CCC2	12	-8	9	13
28	Cc1ccc(C(=O)N/N=C\c2cccc(OC(=O)c3cccc(F)c3)c2)cn1	-9	-34	5	-23
29	COCc1cc(N2CCOCC2)nc(-c2ccccc2)n1	-10	9	-2	9
30	CC(C)c1ccc(N(C(=O)c2ccco2)C(C(=O)NC2CCCC2)c2cccnc2)cc1 (stereo unspecified)	9	-5	-8	13

#	UBC13 inh	APJ antagonist	CXCR6 inh	Jurkat NFkB inh
16	-11	45*	4	-19
17	4	0	-6	6
18	7	-1	-5	23
19	-6	5	2	3
20	20	18	5	-3
21	-4	0	2	-7
22	-6	0	-1	-66
23	nt	nt	-2	nt
24	7	-1	-6	62*
25	-3	8	3	0
26	-2	-9	2	4
27	-1	17	-1	-2
28	4	-6	3	2
29	-3	-6	2	10
30	-5	5	6	-1

Next entries.
#	SMILES	CCR6 antag	Gli-Sufu antag	EBI2 block	697 NFkB inh
31	Cc1ccc2nc(CSc3nnc(Nc4ccccc4C)s3)cc(=O)n2c1	-3	0	-6	-7
32	c1ccc(Cn2cc(-c3ccccc3)cn2)cc1	3	-31	-1	-17
33	COc1ccc(CC(=O)NCc2nnc(SCc3ccc(C)cc3)n2C)cc1	7	8	0	1
34	COc1cccc(NC(=O)CN(C)C(=O)CCCc2nc3ccccc3s2)c1	-1	-11	5	21
35	O=C(CN1CCN(c2ccccc2)CC1)Nc1nnc(-c2ccccc2)s1	13	-14	-1	-32
36	COc1ccc(NS(=O)(=O)c2cc(NC(=O)CC(C)(C)C)ccc2N2CCCC2)cc1	12	nt	-2	24
37	CSc1ncc(C(=O)Nc2ccccc2F)c(-c2ccccc2)n1	9	-3	-4	-6
38	C=CCn1c(SCC(=O)NCc2ccco2)nc2sc(C)c(C)c2c1=O	16	1	1	7
39	CC(C)=CCSc1nnc([C@@H](NC(=O)OC(C)(C)C)C(C)C)o1	20	60*	-12	15
40	CC(c1ccccc1)C1CC(=O)N(Cc2ccco2)C1=O (stereo unspecified)	11	4	7	1
41	CC(=O)N(Cc1ccco1)C1(C(=O)NC2CCCCC2)CCCCC1	5	5	10	6
42	Cc1ccc2[nH]c(O)c(N=NC(=O)C3CC3c3ccccc3)c2c1Br (stereo unspecified)	7	4	3	21
43	CC1Cc2cc(S(=O)(=O)CCC(=O)NCc3ccco3)ccc2N1C(=O)C1CC1 (stereo unspecified)	1	-4	3	-8
44	Cc1onc(-c2c(F)cccc2Cl)c1C(=O)OCC(=O)Nc1cccc(S(=O)(=O)N(C)C)c1	-6	53	-1	nt
45	COC(=O)c1ccc(COc2ccccc2/C=C(\C#N)C(=O)Nc2ccc(C)cc2)cc1	7	-9	3	-52

#	UBC13 inh	APJ antagonist	CXCR6 inh	Jurkat NFkB inh
31	-14	17	0	9
32	1	1	-9	-16
33	1	0	4	-3
34	4	-3	9	17
35	-6	0	6	-6
36	10	-1	-4	2
37	0	9	8	0
38	0	2	5	-5
39	10	12	6	-3
40	-2	6	9	1
41	5	7	1	19
42	-10	4	1	10
43	-10	2	4	36
44	nt	nt	2	nt
45	-15	-8	-2	-21

Going on with the list.
#	SMILES	CCR6 antag	Gli-Sufu antag	EBI2 block	697 NFkB inh
46	S=C(NCC1CCCO1)N1CCc2ccccc2C1 (stereo unspecified)	6	-19	4	-26
47	Cn1cccc1C1C(C#N)=C(N)OC2=C1C(=O)CC(C)(C)C2 (stereo unspecified)	9	5	-3	6
48	COc1ccccc1CC(=O)O/N=C(\N)c1cccc([N+](=O)[O-])c1	10	-17	9	-27
49	Cc1ccc(CCNC(=O)c2ccc(CS(=O)(=O)c3ccccc3C)o2)cc1	-2	-2	11	-17
50	NC(=O)c1ccsc1NC(=O)COC(=O)/C=C/c1ccccc1	-4	-2	5	-6
51	Cc1ccc(CN(C)CC(=O)NC(C)c2ccccc2)cc1 (stereo unspecified)	-3	-7	23	-2
52	CC1CCCCN1C(=O)Cn1cc(C(=O)c2ccco2)c2ccccc21 (stereo unspecified)	8	-31	5	-6
53	COc1ccc(CC(=O)Nc2ccc(F)c(Cl)c2)cc1S(=O)(=O)N1CCOCC1	18	-1	0	1
54	CCCCn1c(SCC(=O)Nc2cccc(C)n2)nnc1-c1ccco1	6	11	0	-7
55	CCOC(=O)C1CCN(C(=O)/C=C/c2ccccc2OC)CC1	7	-4	22	20
56	COc1ccc(CN(C)S(=O)(=O)c2nnc(NC(=O)c3ccccc3OC)s2)cc1OC	1	nt	3	-36
57	O=C(Nc1cc(C(F)(F)F)ccc1Cl)C(Sc1n[nH]c(=O)[nH]c1=O)c1ccccc1 (stereo unspecified)	7	7	2	5
58	Cc1cc(=O)oc2c3c(cc(OCC(=O)N[C@@H](CC(C)C)C(=O)O)c12)OC(C)(C)CC3	-2	6	-2	6
59	O=[N+]([O-])c1cccc(/C=N/Nc2cc(Cl)nc(-c3ccccc3)n2)c1	9	11	14	27
60	Cc1ccccc1C(=O)Nc1ccnn1C1CCN(Cc2c(C)n(C)c3ccccc23)CC1	6	13	-2	5

#	UBC13 inh	APJ antagonist	CXCR6 inh	Jurkat NFkB inh
46	-1	4	2	-18
47	15	7	-4	2
48	-9	-13	-4	-12
49	0	17	-6	23
50	4	3	-9	-4
51	0	10	0	-9
52	-4	-4	1	6
53	-8	-27	-2	-26
54	-7	-2	10	-11
55	7	2	-4	-9
56	-5	6	6	0
57	-9	-12	-1	2
58	8	10	0	-2
59	-8	-29	-2	11
60	9	-2	10	13

10 entries from above, arranged by formula weight, highest first:
#	SMILES	CCR6 antag	Gli-Sufu antag	EBI2 block	697 NFkB inh
15	C#CCOCCOCCOCCNc1nc(N2CCN(C(=O)[C@H](CCCCN)n3cc(CN)nn3)CC2)nc(N2CCN(C(=O)[C@H](CCC(=O)O)n3cc([C@@H](N)CCSC)nn3)CC2)n1	-6	8	-7	8
60	Cc1ccccc1C(=O)Nc1ccnn1C1CCN(Cc2c(C)n(C)c3ccccc23)CC1	6	13	-2	5
45	COC(=O)c1ccc(COc2ccccc2/C=C(\C#N)C(=O)Nc2ccc(C)cc2)cc1	7	-9	3	-52
34	COc1cccc(NC(=O)CN(C)C(=O)CCCc2nc3ccccc3s2)c1	-1	-11	5	21
31	Cc1ccc2nc(CSc3nnc(Nc4ccccc4C)s3)cc(=O)n2c1	-3	0	-6	-7
3	O=C(Cc1c(F)cccc1Cl)OCN1C(=O)c2ccccc2C1=O	10	-14	-10	1
27	O=C(O)c1c2c(nc3ccccc13)/C(=C/c1ccc(O)cc1)CCC2	12	-8	9	13
50	NC(=O)c1ccsc1NC(=O)COC(=O)/C=C/c1ccccc1	-4	-2	5	-6
48	COc1ccccc1CC(=O)O/N=C(\N)c1cccc([N+](=O)[O-])c1	10	-17	9	-27
16	Cc1occc1C(=O)NNC(=S)Nc1cccc([N+](=O)[O-])c1	32	1	-4	-23

#	UBC13 inh	APJ antagonist	CXCR6 inh	Jurkat NFkB inh
15	9	-3	-4	0
60	9	-2	10	13
45	-15	-8	-2	-21
34	4	-3	9	17
31	-14	17	0	9
3	-2	0	11	-7
27	-1	17	-1	-2
50	4	3	-9	-4
48	-9	-13	-4	-12
16	-11	45*	4	-19

Continued:
#	SMILES	CCR6 antag	Gli-Sufu antag	EBI2 block	697 NFkB inh
61	COc1ccc(CNC(=O)CCc2c(C)nc3ncnn3c2C)cc1	-15	6	-8	-29
62	O=C(Nc1ccc(Br)cc1)c1cc2ccccn2n1	9	-121	-1	-215
63	Cn1c(Cn2c(=O)sc3ccccc32)nnc1SCc1ccccc1	18	4	0	-19
64	CCc1cccc(C)c1NC(=O)c1cc(C)oc1C	3	-5	1	16
65	CC(=O)OCc1c(COC(C)=O)[n+](=O)c2ccccc2n1[O-]	7	0	-1	-10
66	C=CCNC(=S)/N=c1/ccccn1Cc1ccccc1	24	67*	4	-23
67	Cc1cc(N2CCOCC2)nc(-c2ccccc2O)n1	-1	-8	-3	-25
68	CCOC(=O)Cc1nnc(NC(=O)C2CCCCC2)s1	-4	-1	-11	-12

#	UBC13 inh	APJ antagonist	CXCR6 inh	Jurkat NFkB inh
61	-22	-58	-12	-15
62	3	-11	-6	-95
63	8	-4	-5	22
64	2	10	-5	5
65	-4	-2	-7	-2
66	3	22	-4	20
67	2	5	0	-5
68	-13	7	-3	-15

Screening results (PubChem)
